High-throughput results from PubChem.
MsrA inhibitor = inhibits bovine methionine sulfoxide reductase A; purified bovine MsrA, absorbance read-out; hit rate 0.75% among 360,000; inhibition, % at 15.5 µM; AID 651718; in the data active = inhibition above about 4.5%;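 also: 0% = vehicle wells with enzyme and 100% = reference inhibitor wells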
Neddyl block = cullin neddylation inhibition | P61081+Q13564 | TR-FRET cullin neddylation, biochemical | calls only at 25 µM | hit rate 0.58% among 360,000 | AID 651699; in the data active = inhibition above about 36%
Target sequence (P61081 whole entry, looked up): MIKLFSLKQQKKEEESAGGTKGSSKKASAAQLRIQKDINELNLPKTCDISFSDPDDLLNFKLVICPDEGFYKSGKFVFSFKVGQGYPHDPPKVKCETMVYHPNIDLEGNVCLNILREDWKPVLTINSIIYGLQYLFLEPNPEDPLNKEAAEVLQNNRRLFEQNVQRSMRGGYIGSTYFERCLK
Target sequence (Q13564 whole entry, looked up): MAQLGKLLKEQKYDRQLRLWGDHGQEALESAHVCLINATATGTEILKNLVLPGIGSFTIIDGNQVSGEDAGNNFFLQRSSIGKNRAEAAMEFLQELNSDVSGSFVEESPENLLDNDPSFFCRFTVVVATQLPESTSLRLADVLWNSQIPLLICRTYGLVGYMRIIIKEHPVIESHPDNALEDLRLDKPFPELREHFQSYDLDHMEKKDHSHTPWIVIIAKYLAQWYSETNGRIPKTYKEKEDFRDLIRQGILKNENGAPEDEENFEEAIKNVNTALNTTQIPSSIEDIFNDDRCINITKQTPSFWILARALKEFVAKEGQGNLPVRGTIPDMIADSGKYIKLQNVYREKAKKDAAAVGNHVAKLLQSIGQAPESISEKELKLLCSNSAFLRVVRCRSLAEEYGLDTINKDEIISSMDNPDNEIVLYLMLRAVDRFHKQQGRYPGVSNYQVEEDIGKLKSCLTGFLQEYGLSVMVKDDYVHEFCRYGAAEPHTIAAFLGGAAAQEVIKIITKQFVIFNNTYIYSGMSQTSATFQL
CSN inh = blocks human CSN-mediated cullin deneddylation; Purified CSN, SCF-Nedd8-OG deneddylation, fluorescence polarization; inhibition, % at 12.5 µM; hit rate 0.38% among 360,000; Q92905; AID 651999;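 active = pattern-corrected inhibition above about 35%, with an unprinted fluorescence ratio check between 0.5 and 1.5, limit read from the data, passing the limit was not always enough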;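 also: 0% = enzyme with substrate and 100% = substrate without enzyme; some results filed as inactive read as strong as hits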
Target sequence (Q92905 whole entry, looked up, one chain of several): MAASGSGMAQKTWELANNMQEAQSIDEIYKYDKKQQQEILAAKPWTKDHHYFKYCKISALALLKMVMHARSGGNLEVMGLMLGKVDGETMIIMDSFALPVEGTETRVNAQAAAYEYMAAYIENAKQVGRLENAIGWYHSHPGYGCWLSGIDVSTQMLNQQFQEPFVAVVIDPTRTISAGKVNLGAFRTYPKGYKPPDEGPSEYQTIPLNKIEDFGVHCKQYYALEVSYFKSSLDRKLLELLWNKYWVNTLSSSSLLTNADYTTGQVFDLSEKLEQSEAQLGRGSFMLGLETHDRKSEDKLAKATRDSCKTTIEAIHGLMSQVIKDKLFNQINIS
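Schedule: reaction 90 min, room temperature / Assay system: HEK293T-derived human Csn5 enzyme / Input: Csn5 at 0.24 nM final / Measure: inhibition of Csn5 cleavage, % / Control set: substrate-only high control, full reaction low control / Technique: fluorescence polarization of the substrate / Buffer or medium: Tris/NaCl/DTT buffer, pH 7.5 / Reagent: SCFSkp2-Nedd8OG substrate at 10 nM final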
Tb MetRS inh = Trypanosoma brucei MetRS inhibition; purified T. brucei MetRS, ATP depletion, Kinase-Glo luminescence; inhibition, % at 11.9 µM; hit rate 0.4% among 360,000; AID 624268;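 active = inhibition above a per-plate cutoff of the control wells' mean inhibition plus 3 SD, cut at about 5.5% in these data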;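 also: 0% = DMSO wells median and 100% = median of wells with control inhibitor compound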
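Material: T. brucei methionyl-tRNA synthetase, purified; reagent: substrates ATP, L-methionine and bulk Escherichia coli tRNA; dosing: 11.9 µM single point; timing: 15 min plus 2 h at 25 °C; detection: luminescence of leftover ATP; evaluation: % inhibition; control set: DMSO-only wells as low control; replicates: singlicate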
Rin1 Abl inh = human Rin1-Abl interaction inhibition. hit rate 0.4% among 360,000. TR-FRET Rin1/Abl binding, biochemical. P00519+Q13671. inhibition, % at 7.35 µM; in the data active = inhibition above about 5%, passing the limit was not always enough
E coli Lon inh = inhibitors of E. coli Lon protease; inhibition, % at 7.94 µM; hit rate 0.42% among 360,000; purified E. coli Lon protease, fluorescence polarization; P0A9M0; in the data active = inhibition above about 13%, passing the limit was not always enough;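 also: 0% = enzyme with probe and DMSO and 100% = no enzyme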
MLLE-PAM2 inh = inhibitors of microRNA-mediated deadenylation, human PABP1 MLLE binding | P11940 | GST-MLLE / FITC-PAM2 fluorescence polarization | inhibition, % at 20 µM | hit rate 0.36% among 360,000; in the data active = inhibition above about 35%, passing the limit was not always enough;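 also: plate controls were DMSO wells with GST-MLLE for no effect and wells lacking GST-MLLE protein for full effect; some results filed as inactive read as strong as hits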
MsrA act = activators of bovine methionine sulfoxide reductase A | hit rate 0.3% among 360,000 | purified bovine MsrA, absorbance read-out | activation, % at 10.6 µM | AID 602163; in the data active = activation above about 7.5%;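 also: 0% = vehicle and 100% = reference activator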
FAS-TE inh = FAS thioesterase (human) inhibition; P49327; recombinant FAS-TE, OMFH fluorogenic substrate, fluorescence endpoint; inhibition, % at 15 µM; hit rate 0.67% among 360,000; AID 602261;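 active = compounds whose normalised, plate-corrected inhibition of enzyme fluorescence in the single-dose primary screen is 50% or more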;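 also: 0% = DMSO with enzyme and 100% = substrate without enzyme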
An asterisk follows results filed as active; i = inactive; . = no result given; & = joins results of further samples.

1. O=C(CSc1nnc2ccccn12)NNC(=O)c1ccc(Br)cc1
2. CCN(CC)CCNC(=O)c1sc2ncn(CC(=O)Nc3ccc(C)c(Cl)c3)c(=O)c2c1C
3. COc1cc(SC)ccc1C(=O)Nc1cccc(C2OCCCO2)c1
4. CC1(C)CC(=O)C2=C(C1)N(Cc1ccco1)C(=O)C2(NC(=O)C1CCCCC1)C(F)(F)F (stereo not drawn)
5. N#CCCN(CCC#N)S(=O)(=O)c1ccc(C(=O)Nc2nc(-c3ccccc3)c(C(=O)c3ccccc3)s2)cc1
6. COc1ccc(-c2csc(=Nc3c(C)n(C)n(-c4ccccc4)c3=O)n2C(C)(C)C)cc1
7. CCSC1=N/C(=C/c2ccsc2)C(=O)N1c1ccccc1
8. N#Cc1c(Cn2cncn2)nc(=O)n(-c2ccccc2)c1N
9. CSc1nc2c(c(=O)[nH]1)C(c1cccc(Cl)c1)CC(=O)N2 (stereo not drawn)
10. Cc1nn(C)cc1CN(C)C(=O)c1ccc(OC2CCN(Cc3ccccn3)CC2)cc1
Screen / compound no.,1,2,3,4,5,6,7,8,9,10
MsrA inhibitor,0.0,-1.3,0.6,0.8,0.5,1.8,0.1,1.1,-1.1,-0.3
Neddyl block,i,i,i,i,i,i,i,i,i,i
CSN inh,-2,1,4,-3,0,1,-1,3,-9,-1
Tb MetRS inh,-0.4,-0.6,-0.1,-1.5,-0.1,0.1,-0.2,-0.7,0.4,-0.6
Rin1 Abl inh,2,0,1,1,3,1,1,0,2,-1
E coli Lon inh,10,-9,-2,3,-2,-12,-9,-1,-3,2
MLLE-PAM2 inh,-5,7,-3,4,-5,8,3,9,9,7
MsrA act,-9,-5,-4,-13,-3,-3,-3,-9,-3,-4
FAS-TE inh,-17,0,8,-3,58*,-4,10,-11,-2,-5

Ordered by count of non-hydrogen atoms (smallest number first): some entries from above.
7. CCSC1=N/C(=C/c2ccsc2)C(=O)N1c1ccccc1
3. COc1cc(SC)ccc1C(=O)Nc1cccc(C2OCCCO2)c1
6. COc1ccc(-c2csc(=Nc3c(C)n(C)n(-c4ccccc4)c3=O)n2C(C)(C)C)cc1
2. CCN(CC)CCNC(=O)c1sc2ncn(CC(=O)Nc3ccc(C)c(Cl)c3)c(=O)c2c1C
Screen / compound no.,7,3,6,2
MsrA inhibitor,0.1,0.6,1.8,-1.3
Neddyl block,i,i,i,i
CSN inh,-1,4,1,1
Tb MetRS inh,-0.2,-0.1,0.1,-0.6
Rin1 Abl inh,1,1,1,0
E coli Lon inh,-9,-2,-12,-9
MLLE-PAM2 inh,3,-3,8,7
MsrA act,-3,-4,-3,-5
FAS-TE inh,10,8,-4,0

Remaining list, next part
11. COc1ccc(NC(=O)CCn2ccnc2)c(OC)c1
12. O=C(COc1cccc2cccnc12)N/N=C1\SCC(=O)N1CCc1ccccc1
13. CC(C)CN1C(=O)C(=Nc2cccnc2)c2ccccc21
14. CC(C)(C)c1cc(N)n(-c2ccc(C(=O)O)cc2)n1
15. COc1ccccc1C(=O)N(C)c1nnc(-c2ccccc2)s1
16. O=C(/C=C/c1ccccc1)CC(=O)c1ccccc1O
17. CCOC(=O)CSc1nnc(NC(=O)C2CC(=O)N(c3ccc(F)cc3)C2)s1 (stereo not drawn)
18. O=C(NCc1ccco1)c1cccc(S(=O)(=O)N2CCCC2)c1
19. COc1cccc(CNC2CCCC2)c1
20. Cc1cccc(C)c1NC(=O)C1C(c2ccc3c(c2)OCO3)=Nc2ccccc2N1C(=O)c1cccc(C(F)(F)F)c1 (stereo not drawn)
Screen / compound no.,11,12,13,14,15,16,17,18,19,20
MsrA inhibitor,-0.4,-1.1,0.2,2.1,1.8,1.2,-1.7,1.4,.,1.9
Neddyl block,i,i,i,i,i,i,i,i,i,i
CSN inh,1,-4,3,-9,1,5,-2,2,-3,6
Tb MetRS inh,-0.7,-0.6,-0.4,0.8,-0.9,-0.7,-0.2,0.1,-0.8,-0.5
Rin1 Abl inh,2,-1,-1,7,-4,2,-3,5,-1,.
E coli Lon inh,3,-1,-6,-5,-2,-2,-7,0,-2,.
MLLE-PAM2 inh,9,-15,9,-13,6,9,-29,-1,0,.
MsrA act,-2,-3,-1,-3,-3,-4,-1,-2,-4,.
FAS-TE inh,-3,2,0,-5,17,2,-2,-3,-10,.

21. COc1ccccc1NC(=O)Nc1ccc2c(c1)OCCO2
22. COc1ccc(C)cc1S(=O)(=O)N(CC(=O)NC1CCCC1)c1ccc(F)cc1
23. Cc1ccccc1S(=O)(=O)NC(=O)C1(C)CCN1C(=O)Cc1cc(F)ccc1F (stereo not drawn)
24. CCCCOP(=O)(c1ccc(N(C)C)cc1)C(O)c1c(Cl)cccc1Cl (stereo not drawn)
25. O=S(=O)(Nc1ncccn1)c1ccc(NC(=S)N2CCN(c3cccc(C(F)(F)F)c3)CC2)cc1
26. CC(C)C(=O)NCCc1nc2ccccc2n1C
27. C/C(=N\NC(=O)c1cccs1)c1cccnc1
28. Cc1sc(NC(=O)COc2ccccc2)c(C#N)c1C
29. CCOc1ccc(S(=O)(=O)NCCC(=O)N(C)CC(=O)Nc2ccc(OC)cc2)cc1
30. Cc1cc(C(=O)N[C@H](c2ccccc2)[C@@]2(C)C[C@@H]2[C@@H](C)C(=O)Nc2ccc3ccccc3c2)n(C)n1
Screen / compound no.,21,22,23,24,25,26,27,28,29,30
MsrA inhibitor,1.0,-0.6,1.1,-0.4,-0.5,1.2,0.5,0.1,0.9,0.1
Neddyl block,i,i,i,i,i,i,i,i,i,i
CSN inh,0,5,-3,4,2,4,-15,-1,-2,-2
Tb MetRS inh,-1.1,-0.6,-0.2,-1.2,0.0,0.1,-0.2,0.1,0.1,-0.4
Rin1 Abl inh,1,-3,1,2,0,1,2,-2,1,1
E coli Lon inh,-1,3,-4,7,5,-2,-3,2,6,-7
MLLE-PAM2 inh,17,2,-12,-5,-88,2,-2,24,-4,-2
MsrA act,-5,-9,-4,-2,-4,-3,-4,-2,-3,3
FAS-TE inh,0,0,-11,-1,0,-4,-3,11,8,20

31. Cc1ccc(C)c(NC(=O)CCC(=O)OC(C(=O)c2ccccc2)c2ccccc2)c1 (stereo not drawn)
32. CCOC(=O)C1(CCCc2ccccc2)CCN(C(=O)CCc2cnccn2)CC1
33. Cc1noc(C)c1S(=O)(=O)N1CCC(C(=O)N2CCN(C(=O)c3ccco3)CC2)CC1
34. CCC1(c2ccccc2)NC(=O)N(CC(=O)c2ccc3c(c2)OCO3)C1=O (stereo not drawn)
35. O=S(=O)(c1ccccc1)n1nc(-c2ccccc2)nc1NCc1ccco1
36. CCCC(C)(C)C(=O)N1CCC1(C)C(=O)NS(=O)(=O)c1ccc(Cl)cc1 (stereo not drawn)
37. O=C1NCC(O)=C1C=NC12CC3CC(CC(C3)C1)C2
38. CCN(CC)CCCNC(=O)C1CCN(C(=O)c2cc3sccc3n2Cc2ccc(F)cc2)CC1
39. Cc1ccc(S(=O)(=O)c2c(C)cc(C)nc2Oc2cccc(C(F)(F)F)c2)cc1
40. O=C(Nc1ccccc1)C1=C[C@@H](c2csc3ccccc23)C[C@@H](OCc2ccc(CO)cc2)O1
Screen / compound no.,31,32,33,34,35,36,37,38,39,40
MsrA inhibitor,-0.2,0.5,-0.2,-1.1,-0.6,-0.1,0.0&-1.0,1.1,0.1,1.1
Neddyl block,i,i,i,i,i,i,i,i,i,i
CSN inh,1,0,5,0,-1,4,1&-2,-2,2,-4
Tb MetRS inh,-1.9,-1.0,-0.1,-0.4,-0.4,0.1,-0.5&-1.7,-0.4,-0.9,-0.5
Rin1 Abl inh,-3,3,-2,5,4,0,31*,0,0,1
E coli Lon inh,-2,4,1,2,0,-8,0&-11,-11,-8,4
MLLE-PAM2 inh,1,-10,-6,-15,-7,0,3&-7,-9,-4,-2
MsrA act,-13,-1,-3,-1,0,-12,-3&-4,0,0,-4
FAS-TE inh,-9,2,-6,-4,19,-5,-8&-6,-6,32,22

The last 4 compounds of the section above lead into the next.
37. O=C1NCC(O)=C1C=NC12CC3CC(CC(C3)C1)C2
38. CCN(CC)CCCNC(=O)C1CCN(C(=O)c2cc3sccc3n2Cc2ccc(F)cc2)CC1
39. Cc1ccc(S(=O)(=O)c2c(C)cc(C)nc2Oc2cccc(C(F)(F)F)c2)cc1
40. O=C(Nc1ccccc1)C1=C[C@@H](c2csc3ccccc23)C[C@@H](OCc2ccc(CO)cc2)O1
41. S=c1sc2c(N3CCOCC3)ncnc2n1-c1ccccc1
42. O=C(Nc1cccc(-c2cccc(Cl)c2)c1)C1CCN(Cc2nccs2)CC1
43. COC(=O)[C@H](C)NC(=O)Nc1ccc(Oc2ccccc2)cc1
44. COc1ccc(CN2CCN(CC3CC3)CC2CCO)c(C)c1C (stereo not drawn)
45. COc1ccc(C2COC(=O)C2=N)c(NC(=O)c2ccccc2)c1 (stereo not drawn)
46. COc1cccc2c1OC1(C)CC2NC(=O)N1c1cccc(C(=O)N2CCN(c3ccccn3)CC2)c1 (stereo not drawn)
47. COc1ccc(OC)c(Nc2nc(NCc3ccco3)c3ccccc3n2)c1
48. Cc1ccc(Cn2nnc3c(=O)[nH]c(C4CCN(C(=O)Cc5cccs5)CC4)nc32)cc1
49. CCCn1c(=S)[nH]c2cc(C(=O)N3CCN(c4ccccc4OC)CC3)ccc2c1=O
50. COc1ccc(NC(=O)C/C(C)=N/NC(=O)c2cccs2)c([N+](=O)[O-])c1
Screen / compound no.,37,38,39,40,41,42,43,44,45,46,47,48,49,50
MsrA inhibitor,0.0&-1.0,1.1,0.1,1.1,1.1,-0.5,0.0,0.1,2.3,0.6,-0.1,0.4,0.0,-0.2
Neddyl block,i,i,i,i,i,i,i,i,i,i,.,i,i,i
CSN inh,1&-2,-2,2,-4,2,0,-2,-2,-5,-1,0,0,-1,2
Tb MetRS inh,-0.5&-1.7,-0.4,-0.9,-0.5,-0.1,-0.1,-1.4,-0.5,-0.3,0.1,-0.1,0.0,-0.7,-0.7
Rin1 Abl inh,31*,0,0,1,-4,-4,3,1,4,0,-2,3,0,-7
E coli Lon inh,0&-11,-11,-8,4,-1,-2,1,-11,-3,-3,-2,-2,1,0
MLLE-PAM2 inh,3&-7,-9,-4,-2,-11,1,4,-8,-16,-6,-3,11,-53,10
MsrA act,-3&-4,0,0,-4,5,-2,-6,-2,3,-2,-3,7.7*,-2,-7
FAS-TE inh,-8&-6,-6,32,22,-5,10,-6,-3,-9,-8,28,5,27,-4

51. COc1cccc(N2CCN(c3c(C#N)c(C(F)(F)F)nn3C)CC2)c1
52. O=C1NC[C@H](Cc2ccccc2)N(C[C@@H]2CCCN2C[C@H](Cc2ccc(O)cc2)N2C[C@H](Cc3ccc(O)cc3)N(CCc3ccccc3)C(=O)C2=O)C1=O
53. O=Cc1nccc2ccccc12
54. Cc1ccccc1NS(=O)(=O)c1cccc2nsnc12
Screen / compound no.,51,52,53,54
MsrA inhibitor,-0.1,-0.5,-0.1,1.1
Neddyl block,i,i,i,i
CSN inh,-4,0,-3,-1
Tb MetRS inh,-1.0,-0.4,-0.4,-0.4
Rin1 Abl inh,-3,.,2,0
E coli Lon inh,6,-10,-1,-6
MLLE-PAM2 inh,0,.,18,3
MsrA act,0,-3,-1,2
FAS-TE inh,15,1,-5,-3

Compounds were not picked by outcome; about 4% have a hit in one of these screens.
